Source: PubChem BioAssay
hERG WT inh = qHTS for Inhibitors of KCHN2 3.1: Wildtype qHTS; Voltage-gated inwardly rectifying potassium channel KCNH2 (Homo sapiens), Q12809; hit rate 0.37% among 340,000; AID 720551, 2013; activity change, % at 1.84 µM; U2OS, BacMam KCNH2, thallium flux FluxOr; hits give low values;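 active = maximum activity change below -70%; inconclusive = maximum activity change between -70% and -50%; inactive = maximum activity change above -50%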
Target sequence (Q12809 whole entry, looked up): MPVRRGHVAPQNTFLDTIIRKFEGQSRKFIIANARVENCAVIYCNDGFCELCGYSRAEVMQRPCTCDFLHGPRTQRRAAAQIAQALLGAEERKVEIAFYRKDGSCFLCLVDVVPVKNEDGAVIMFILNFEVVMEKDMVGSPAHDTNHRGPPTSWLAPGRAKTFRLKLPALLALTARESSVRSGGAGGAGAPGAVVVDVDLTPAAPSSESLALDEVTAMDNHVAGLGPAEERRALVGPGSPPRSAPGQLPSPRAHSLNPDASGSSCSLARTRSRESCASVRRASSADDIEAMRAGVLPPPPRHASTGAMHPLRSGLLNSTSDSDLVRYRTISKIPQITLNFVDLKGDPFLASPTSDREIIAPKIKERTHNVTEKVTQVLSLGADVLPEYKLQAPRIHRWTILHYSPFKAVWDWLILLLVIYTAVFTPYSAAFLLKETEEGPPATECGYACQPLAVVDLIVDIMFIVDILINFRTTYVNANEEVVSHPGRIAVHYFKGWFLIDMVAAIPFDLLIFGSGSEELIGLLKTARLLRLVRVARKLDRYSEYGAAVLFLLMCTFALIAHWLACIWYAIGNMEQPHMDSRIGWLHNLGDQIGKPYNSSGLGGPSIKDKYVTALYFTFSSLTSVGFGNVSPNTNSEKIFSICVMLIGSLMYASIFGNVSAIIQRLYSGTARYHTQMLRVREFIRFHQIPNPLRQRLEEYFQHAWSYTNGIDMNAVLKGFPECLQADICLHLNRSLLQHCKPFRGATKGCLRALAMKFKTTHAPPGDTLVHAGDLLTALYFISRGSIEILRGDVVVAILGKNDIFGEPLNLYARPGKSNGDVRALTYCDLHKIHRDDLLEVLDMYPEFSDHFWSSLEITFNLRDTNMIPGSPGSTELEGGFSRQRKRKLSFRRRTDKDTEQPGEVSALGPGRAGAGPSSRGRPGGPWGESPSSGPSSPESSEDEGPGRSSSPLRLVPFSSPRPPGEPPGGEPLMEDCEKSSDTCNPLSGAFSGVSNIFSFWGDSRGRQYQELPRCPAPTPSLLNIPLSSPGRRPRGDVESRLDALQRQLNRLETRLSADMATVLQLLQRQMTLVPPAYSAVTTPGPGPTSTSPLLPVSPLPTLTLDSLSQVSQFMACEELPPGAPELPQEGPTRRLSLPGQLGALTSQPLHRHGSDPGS
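U2OS cells were transduced with wild-type KCNH2 virus (2.03 x 10^8 / mL) for 4 h at room temperature, then cultured overnight at 37 C. Thallium flux was read with FluxOr dye. Rate constants were normalized to DMSO controls.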
Giardia killer = Small Molecules that selectively kill Giardia lamblia: qHTS. AID 540267, 2011. Giardia lamblia trophozoite viability. hit rate 0.15% among 340,000. activity change, % at 7.66 µM, hits read low; in the data active = activity change below about -80%; inconclusive = between about -30% and that limit;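 note: parasites exposed to compound for two days anaerobically before the ATP read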
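Luminescence from cellular ATP indicates surviving trophozoites (100 cells/well) following 48 hrs anaerobic compound treatment at 37 deg C; signal develops 15-30 min at room temperature.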
KCNH2 3.1 block = qHTS for Inhibitors of KCHN2 3.1: Mutant qHTS | Potassium voltage-gated channel subfamily H member 2, brain isoform KCNH2 3.1 (human) | U2OS KCNH2 3.1, thallium flux FluxOr; hits give low values | activity change, % (tested at about 1.8 µM) | hit rate 0.95% among 340,000;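 active = maximum activity change below -70%; inconclusive = maximum activity change from -70% to -50%; inactive = maximum activity change above -50%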;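 note: thallium influx rate constant from kinetic fluorescence after stimulation buffer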
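Kinetic fluorescence (2 min after stimulation buffer) measures Tl+ influx through KCNH2 3.1 expressed by viral transduction in U2OS cells; the rate constant is normalized against DMSO controls serving as positive and negative references.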
Active calls of the source: *; u = inconclusive; x = not tested or not shown. % is set by controls: 0 for no effect and ±100 for the full control effect.

Every second line gives: hERG WT inh, Giardia killer, KCNH2 3.1 block
1. CCN(CC)C1Oc2cc3c(cc2C(c2cc(OC)c(O)c(OC)c2)C1C)OCO3 (stereo not drawn)
  3, 1, x
2. CN(C=O)c1cc([N+](=O)[O-])ccc1OCc1ccccc1
  -3, 11, x
3. COc1cc(C2c3cc4c(cc3OC(C)(N3CCCC3)C2C)OCO4)cc(OC)c1OC (stereo not drawn)
  -1, 28, x
4. O=C(NCCCOc1ccc([N+](=O)[O-])cc1Cl)OCc1ccccc1
  0, -5, x
5. O=c1nc2onnc2c(C=NO)[nH]1
  3, 1, x
6. C[N+](C)(C)CCC(=O)N1C/C(=C/c2ccccc2)C(=O)/C(=C\c2ccccc2)C1
  -5, -15, x
7. CCOC(=O)/C=c1/s/c(=C/c2ccccc2OC)c(=O)n1CC(=O)N1CCOCC1
  -7, 6, x
8. CC(=O)OC(C)C1C2=C(C(=O)CC1(C)O)C(=O)c1c(ccc(-c3ccc4c(c3O)C(=O)C3=C(C4=O)C(C(C)OC(C)=O)C(C)(O)CC3=O)c1O)C2=O (stereo not drawn)
  8, -17, x
9. CC(C)(C)S(=O)(=O)N1Cc2cc(CO)cc(CCO)c2[C@H]1CCO
  -6, 0, x
10. Cc1ccc(S(=O)(=O)CS(=O)(=O)c2ccc(C)cc2)cc1
  -3, 9, x
11. Cc1ccc(S(=O)(=O)Nc2ccc3ncccc3c2[N+](=O)[O-])cc1
  17, -22, x
12. Cc1n[nH]c2ccccc2c1=O
  9, 14, x
13. CC(=O)Nc1cc2c(cc1Cl)-c1ccccc1C2
  9, 1, x
14. CCC(=O)c1coc2ccc(O)cc12
  -2, 3, x
15. COc1ccc(Cl)cc1CC=NNC(=O)c1ccncc1
  -12, 6, x
16. C[C@@H]1CN(S(=O)C(C)(C)C)[C@@H](CCO)/C1=C\c1ccccc1 (stereo partly drawn)
  -6, 10, x
17. Cn1cnc([N+](=O)[O-])c1Sc1nc(N)nc2c1ncn2C1CC(O)C(CO)O1 (stereo not drawn)
  -2, 7, x
18. Cn1nc(SCc2ccccc2)c(=O)n(C(c2ccccc2)c2ccccc2)c1=O
  -1, 13, x
19. COC1C(OC(=O)/C=C/C=C/C=C/C=C/C(=O)O)CCC2(CO2)C1C1(C)OC1CC=C(C)C (stereo not drawn) (tested in a mixture with another compound)
  5, u, x
20. O=C(Cc1ccc(NC(=O)C2CCCN(C(=O)C3CCC3)C2)cc1)Nc1cccc(C(=O)N2CCCC2)c1 (stereo not drawn)
  3, -18, x
21. COc1ccc(S(=O)(=O)N(C)C[C@@H]2OCCCC[C@@H](C)Oc3ccc(NS(=O)(=O)c4cccs4)cc3C(=O)N([C@H](C)CO)C[C@@H]2C)cc1
  -14, x, 22
22. CCCCN1C(=O)C(CC(=O)NCc2ccco2)CC(C(=O)N2CCOCC2)=C1C (stereo not drawn)
  1, x, 5
23. COc1ccc(C(=O)OCC(=O)NC2CC2)cc1
  -9, x, 6
24. Cc1ccn2c(C(C)O)nnc2c1 (stereo not drawn)
  -13, x, -7
25. C[C@@H]1CCCCO[C@H](CN(C)C(=O)Nc2ccc3c(c2)OCO3)[C@H](C)CN([C@@H](C)CO)C(=O)c2cc(NS(=O)(=O)c3ccc(Cl)cc3)ccc2O1
  -10, x, 11
26. O=C(NCCCN1CCCC1=O)C(=O)NCC1OCCN1S(=O)(=O)c1cc(F)ccc1F (stereo not drawn)
  17, x, -5
27. CCOC(=O)C1=C(C)OC(=Cc2ccc(OC)cc2)C1=O
  -4, x, 3
28. N#Cc1cccc(N2[C@@H](Cc3cc4ccccc4n3Cc3ccccc3)COC[C@H]2Cc2ccc3ccccc3c2)c1
  -2, x, 0
29. Nc1cc(Br)cc2c1[nH]c(=O)c1ccccc12
  u, x, 16
30. CC1C(=O)N(Cc2cn(CC3CCCCC3)nn2)CCS(=O)(=O)N1Cc1ccc(-c2ccccc2)cc1 (stereo not drawn)
  -24, x, 10
31. Cn1c2nc3ccccc3c-2nc2ccccc21
  5, x, 10
32. CCOC(=O)c1c(NC(=O)COC(=O)c2ccc(S(=O)(=O)C(F)F)cc2)sc(C(=O)N(C)C)c1C
  15, x, -12
33. COC(=O)[C@H]1C[C@@]2(O)CN(S(=O)(=O)c3ccc(C)cc3)C[C@@]2(OC(=O)NCc2ccccc2F)C[C@H]1C(=O)OC
  4, x, 5
34. COc1cc(-c2nnc(COC(=O)c3ccc([N+](=O)[O-])o3)o2)cc(OC)c1OC
  -7, x, -1
35. COc1cc(C(=O)NC(=S)NCc2ccncc2)cc(OC)c1OC
  1, x, 5
36. COc1ccc(-c2ccc3[nH]c4c(c3c2)CCN2C(=O)[C@@H]([C@H](C)O)[C@@H](N(C)C(=O)Nc3ccc(F)cc3)C[C@@H]42)cc1
  1, x, -10
37. CN(C)c1ccc(C=C2C=C(c3ccccc3)OC2=O)cc1
  -13, x, 5
38. Cc1ccc(C)c(NS(=O)(=O)c2ccc(-n3cccn3)cc2)c1
  12, x, 7
39. O=C(Nc1ccn(CCCNCCc2ccccn2)c(=O)n1)OCc1ccccc1
  1, x, 2
40. COc1ccc(-c2ccc3[nH]c4c(c3c2)CCN2C[C@@H]([C@H](C)OC(=O)Nc3cc(Cl)cc(Cl)c3)[C@@H](N(C)C(=O)Nc3cc(Cl)cc(Cl)c3)C[C@@H]42)cc1
  13, x, 0

Profiles, quoted from the list. Values in the order: hERG WT inh | Giardia killer | KCNH2 3.1 block
Profile of CCOC(=O)c1c(NC(=O)COC(=O)c2ccc(S(=O)(=O)C(F)F)cc2)sc(C(=O)N(C)C)c1C : 15 | x | -12
Profile of O=C(Nc1ccn(CCCNCCc2ccccn2)c(=O)n1)OCc1ccccc1 : 1 | x | 2
Profile of Cc1ccc(C)c(NS(=O)(=O)c2ccc(-n3cccn3)cc2)c1 : 12 | x | 7
Profile of COc1cc(C(=O)NC(=S)NCc2ccncc2)cc(OC)c1OC : 1 | x | 5

Next records follow.
Every second line gives: hERG WT inh, Giardia killer, KCNH2 3.1 block
41. CCCCCCCCC(=O)c1c(OC)oc(C=O)cc1=O
  17, x, 7
42. COCCN(C(=O)COC(=O)c1c(C)nn(-c2ccccc2)c1C)c1c(N)n(Cc2ccccc2)c(=O)[nH]c1=O
  5, x, 5
43. O=C(NCCOc1ccccc1)N1[C@H]2CC[C@@H]1C=C(c1ccc(F)cc1OCc1ccccc1)C2
  2, x, -22
44. CCCCCCn1c(=O)n2n(c1=O)C[C@]1(OC(=O)NC3CC3)CN(S(=O)(=O)c3ccc(C)cc3)C[C@]1(O)C2
  -1, x, -6
45. CCN(CC)C(=O)C1=C(C)N(CCCN2CCCC2=O)C(=O)C(CC(=O)NCC2CCCCC2)C1 (stereo not drawn)
  -1, x, -3
46. CC(=O)Nc1ccc(C(=O)NNC(=O)c2csc(N3CCOCC3)n2)cc1
  8, x, 7
47. Cc1ccc([C@H]2N[C@]3(CCCN(Cc4ccc(Cl)cc4)C3=O)[C@H]3C(=O)N(Cc4ccccc4)C(=O)[C@@H]23)cc1
  -14, x, 5
48. C[C@@H]1CN([C@@H](C)CO)S(=O)(=O)c2ccc(Br)cc2O[C@H]1CN(C)C(=O)c1ccc2c(c1)OCO2
  20, x, -22
49. COc1ccc(Cl)cc1NC(=O)CCCn1c(=O)c2cccn2c2cccnc21
  -2, x, 7
50. COc1ccc2c(c1)Cc1c-2cc(Br)c(N)c1Br
  -3, x, 12
51. C=C1C(=O)OCC2C(C(=O)O)=CC3C(C)C(C)=CC123 (stereo not drawn)
  -1, x, 7
52. COc1ccc(C=CC(=O)c2ccc(OCc3ccccc3)c(OC)c2)cc1OC
  -7, x, -16
53. CC1=C(C(=O)N(C)C)CC(CC(=O)NC2CCCC2)C(=O)N1Cc1ccccc1 (stereo not drawn)
  -5, x, -11
54. C[C@@H]1CCCCO[C@H](CN(C)C(=O)Cc2ccccc2)[C@H](C)CN([C@@H](C)CO)C(=O)c2cc(NC(=O)Nc3ccc(F)cc3)ccc2O1
  -12, x, -8
55. CN(C(=O)CSc1nnc(C(F)(F)F)n1C)c1c(N)n(Cc2ccccc2)c(=O)[nH]c1=O
  -6, x, -5
56. Cc1ccc(OCCC(=O)OCC(=O)NCCNC(=O)COC(=O)CCOc2ccc(C)cc2)cc1
  2, x, -13
57. COc1ccc(CCC(=O)OCC(=O)NC2CCCC2)cc1OC
  -4, x, -3
58. Cc1c(Cl)cccc1N1C(=O)CC(Sc2ccccc2N)C1=O (stereo not drawn)
  -18, x, -4
59. CC1(C)CC(=O)C=C(c2ccc(-c3ccc4[nH]ccc4c3)cc2)C1=O
  -10, x, -7
60. CCCCCC(=O)N1C[C@H](O)[C@@H](n2cc(COC(=O)c3ccccc3)nn2)C[C@@H]1c1ccc(C)cc1
  -4, x, -35
61. Cc1ccccc1NC(=O)C(C)OC(=O)CCC(=O)c1ccccc1 (stereo not drawn)
  -5, x, 0
62. C[C@H]1CN([C@@H](C)CO)C(=O)CCCn2nncc2CO[C@H]1CN(C)S(=O)(=O)c1ccc(F)cc1
  -17, x, 3
63. Cc1ccn2c(=S)[nH]nc2c1
  13, x, -5
64. Cc1c(C(=O)c2ccc(F)cc2F)c2ccccn2c1CCc1ccccn1
  4, x, 13
65. COc1cccc(N(CC(=O)N2CCN(Cc3ccccc3)CC2)S(C)(=O)=O)c1
  12, x, 14
66. Cc1ccc([C@H]2N[C@]3(CCCN(Cc4ccc(Br)cc4)C3=O)[C@H]3C(=O)N(C)C(=O)[C@@H]23)cc1
  11, x, 10
67. O=C(COC(=O)c1cc(S(=O)(=O)N2CCOCC2)ccc1Cl)c1ccc[nH]1
  5, x, 39
68. CC[C@@H](NCCCn1ccc(NC(=O)OCc2ccccc2)nc1=O)c1ccccc1
  24, x, -32
69. Cn1cccc([N+](=O)[O-])c1=O
  -8, x, 8
70. CN1C(=O)c2ccccc2Cc2c(NCc3ccccc3)ncnc21
  7, x, 10
71. Cc1cccc(-c2nnc(C(C)Nc3cccc(C(=O)NC4CC4)c3)o2)c1 (stereo not drawn)
  7, x, -73*
72. C[C@@H]1CN([C@H](C)CO)C(=O)c2c(c3ccccc3n2C)-c2ccccc2CO[C@H]1CN(C)C(=O)NC1CCCCC1
  12, x, 26
73. COc1ccc([C@H]2C[C@@H](O)[C@H](n3cc(COC(=O)c4ccccc4)nn3)CN2CC2CCCCC2)cc1
  0, x, -1
74. Cc1cc(C)n2nc(-c3ccc(F)cc3)cc2n1
  2, x, 3
75. CN(C)C(=S)Oc1ccccc1C1(C)OCCO1
  -7, x, -6
76. CCCc1c(C(=O)N/N=C/c2ccoc2)nnn1-c1nonc1N
  0, x, 7
77. O=C(OCc1ccccc1)N1CCC2CC1c1ccc(-c3ccc4c(c3)OCO4)cc12 (stereo not drawn)
  -1, x, 6
78. CC(=O)Nc1ccc(C=Cc2ccc([N+](=O)[O-])cc2)cc1
  5, x, -16
79. Cc1ccc2cccc([N+](=O)[O-])c2n1
  6, x, -1
80. O=C(Nc1ccncc1)c1cc(-c2ccccc2)nc2ccccc12
  -5, x, -8
81. CC(C)NC(=O)N(C)C[C@@H]1OCc2cnnn2CCCC(=O)N([C@H](C)CO)C[C@@H]1C
  -1, x, 2
82. COc1cccc(C#CC2=CC(=O)CC(C)(C)C2)c1
  14, x, 18
83. CCCCCCn1c(=O)n2n(c1=O)[C@@H]1CN(S(=O)(=O)c3ccc(C)cc3)C[C@]1(O)[C@@H](OC(=O)NCc1ccccc1)C2
  2, x, 3
84. CC1=C(C(=O)N2CCOCC2)CC(CC(=O)NCCCN(C)C)C(=O)N1CCC1=CCCCC1 (stereo not drawn)
  -13, x, 19
85. CCN(CC)C(=O)C1=C(C)N(CCC2=CCCCC2)C(=O)C(CC(=O)NC2CCCC2)C1 (stereo not drawn)
  3, x, 3
86. O=C(CSc1nccn1Cc1ccc(F)cc1)NC1CCCCC1
  -10, x, -2
87. COc1ccccc1OCC(=O)NCC1CCCN(C(=O)c2cccc(C)c2)C1 (stereo not drawn)
  -4, x, 0
88. CCC(=O)N(C)C[C@@H]1Oc2ncc(Br)cc2C(=O)N([C@@H](C)CO)C[C@H]1C
  -38, x, 29
89. CC(=O)c1ccccc1C(=O)N1CCCC(CNC(=O)c2ccc(F)cc2)C1 (stereo not drawn)
  -2, x, -1
90. COc1ccc(-c2ccc3[nH]c4c(c3c2)CCN2C(=O)[C@@H]([C@H](C)O)[C@@H](N(C)C(=O)Nc3ccccc3)C[C@@H]42)cc1
  -7, x, -22
91. Cc1cccc(NC(=O)CN2CCN(C(=O)CNC(=O)c3ccc(-c4ccccc4)cc3)CC2)c1C
  24, x, -18
92. CC(C)CNC(=S)N1CCC(C(=O)c2ccc(Cl)cc2)CC1
  30, x, 26

The list is partial; the hit share may differ from the screen's.
